From PubChem BioAssay
14-3-3g Raf = 14-3-3 gamma protein interaction modulation; FP, 14-3-3gamma / TMR-pS259-Raf peptide binding; inhibition, % at 40 µM; P61981; 0.19% of 160,000 active; in the data active = inhibition above about 30%;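 note: 0% = protein plus tracer without compound and 100% = blank with tracer alone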
Target sequence (P61981 whole entry, looked up): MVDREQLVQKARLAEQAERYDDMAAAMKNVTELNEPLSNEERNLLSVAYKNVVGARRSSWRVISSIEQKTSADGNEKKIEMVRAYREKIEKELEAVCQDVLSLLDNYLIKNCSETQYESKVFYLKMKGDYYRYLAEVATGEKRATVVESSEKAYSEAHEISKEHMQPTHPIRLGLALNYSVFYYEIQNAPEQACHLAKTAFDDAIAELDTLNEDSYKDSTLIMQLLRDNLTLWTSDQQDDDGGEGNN
* = called active by the depositor; & = joins results of further samples. A portion of the library; the hit share may differ from the screen's.

#	mol	14-3-3g Raf
1	Cc1cccc(N2CCN(C(=O)CN3C(=S)NC(C)(C)CC3C)CC2C)c1 (configuration not stated)	3
2	O=C(COC(=O)CN1C(=O)C(=O)c2ccccc21)NCc1ccco1	1
3	Cc1nnc(N2C(=O)C(O)=C(C(=O)c3cccs3)C2c2ccc(Br)cc2)s1 (configuration not stated)	25
4	COCCn1nnnc1C(CC(C)C)N1CCN(C(=O)c2ccco2)CC1 (configuration not stated)	3
5	COC(=O)CSC1=C(C#N)C(c2ccccc2F)CC(=O)N1 (configuration not stated)	0
6	O=C(CCn1c(=O)sc2ccccc21)Nc1nccs1	-2
7	O=C(CSc1nc2cc(C(=O)N3CCCC3)ccc2c(=O)n1-c1ccccc1)c1ccccc1	-5
8	O=C(Nc1c2c(nn1-c1ccc(F)cc1)CS(=O)(=O)C2)c1ccc(S(=O)(=O)N2CCCC2)cc1	-3
9	O=c1[nH]c2cc3ccccc3cc2nc1-c1ccccc1NCc1ccc(Br)cc1	-54
10	O=C(CCN1CCOCC1)Nc1ccc(OC(F)(F)F)cc1	4
11	COc1ccc(CNC(=O)C2CCN(S(=O)(=O)N3CCCCC3)CC2)c(OC)c1	-6
12	Cc1ccc(Nc2ncnc3c2cnn3-c2ccc(Cl)cc2)c(C)c1	2
13	O=C(Nc1ccc(N2CCN(C(=O)c3ccco3)CC2)cc1)c1ccc(F)cc1	1
14	Cc1cc(Cn2cnc3ccccc32)c(C)cc1Cn1cnc2ccccc21	3
15	O=C(CSc1nnc(-c2cccs2)n1-c1ccccc1)Nc1ccc(Cl)cc1	8
16	CCOC(=O)c1sc(N2C(=O)C(O)=C(C(=O)c3ccco3)C2c2ccccc2)nc1C (configuration not stated)	-11
17	CC(NC(=O)c1cc(=O)[nH]c2ccc(Br)cc12)c1ccc2c(c1)OCCO2 (configuration not stated)	1
18	CCOc1ccc(C(=O)NCC(=O)n2nc(C)cc2C)cc1	-6
19	CCOC(=O)C1=C(C)N(C)C(=O)NC1c1ccccc1[N+](=O)[O-] (configuration not stated)	-2
20	COCCCN1C(=O)C(=O)/C(=C(/O)c2ccc(C)cc2)C1c1cccc([N+](=O)[O-])c1 (configuration not stated)	-2
21	FC(F)(F)c1cc(-c2ccccc2)nc(N2CCCCCC2)n1	-8
22	COc1cc(C2CC(=O)Nc3ccc4ccccc4c32)ccc1O (configuration not stated)	-4
23	Cc1ccc(N2CCN(S(=O)(=O)c3ccc4[nH]cc(C(=O)O)c(=O)c4c3)CC2C)cc1 (configuration not stated)	-11
24	CCN(CC)C(=O)C1c2ccccc2C(=O)N(CCOC)C1c1ccc(F)cc1 (configuration not stated)	-3
25	COC(=O)c1c(NC(=O)c2cccs2)sc2c1CCCC2	-7
26	O=C(C1CCN(S(=O)(=O)c2cccs2)CC1)N1CCN(c2ccccc2)CC1	-4
27	COc1ccc(C(=O)NCc2nnc(SCC(=O)N3CCCCCC3)o2)cc1	-2
28	CCCCOC(=O)c1cccc(NC(=O)c2ccc(OC)cc2)c1	-3
29	O=C(C1=C(O)C(=O)N(CCN2CCOCC2)C1c1ccccn1)c1cccs1 (configuration not stated)	-9
30	O=C(Nc1nncs1)c1c(F)c(F)c(F)c(F)c1F	5

17 compounds from above, ordered by molecular weight, rising.
#	mol	14-3-3g Raf
18	CCOc1ccc(C(=O)NCC(=O)n2nc(C)cc2C)cc1	-6
6	O=C(CCn1c(=O)sc2ccccc21)Nc1nccs1	-2
10	O=C(CCN1CCOCC1)Nc1ccc(OC(F)(F)F)cc1	4
25	COC(=O)c1c(NC(=O)c2cccs2)sc2c1CCCC2	-7
28	CCCCOC(=O)c1cccc(NC(=O)c2ccc(OC)cc2)c1	-3
2	O=C(COC(=O)CN1C(=O)C(=O)c2ccccc21)NCc1ccco1	1
12	Cc1ccc(Nc2ncnc3c2cnn3-c2ccc(Cl)cc2)c(C)c1	2
14	Cc1cc(Cn2cnc3ccccc32)c(C)cc1Cn1cnc2ccccc21	3
4	COCCn1nnnc1C(CC(C)C)N1CCN(C(=O)c2ccco2)CC1 (configuration not stated)	3
13	O=C(Nc1ccc(N2CCN(C(=O)c3ccco3)CC2)cc1)c1ccc(F)cc1	1
24	CCN(CC)C(=O)C1c2ccccc2C(=O)N(CCOC)C1c1ccc(F)cc1 (configuration not stated)	-3
29	O=C(C1=C(O)C(=O)N(CCN2CCOCC2)C1c1ccccn1)c1cccs1 (configuration not stated)	-9
17	CC(NC(=O)c1cc(=O)[nH]c2ccc(Br)cc12)c1ccc2c(c1)OCCO2 (configuration not stated)	1
16	CCOC(=O)c1sc(N2C(=O)C(O)=C(C(=O)c3ccco3)C2c2ccccc2)nc1C (configuration not stated)	-11
23	Cc1ccc(N2CCN(S(=O)(=O)c3ccc4[nH]cc(C(=O)O)c(=O)c4c3)CC2C)cc1 (configuration not stated)	-11
3	Cc1nnc(N2C(=O)C(O)=C(C(=O)c3cccs3)C2c2ccc(Br)cc2)s1 (configuration not stated)	25
8	O=C(Nc1c2c(nn1-c1ccc(F)cc1)CS(=O)(=O)C2)c1ccc(S(=O)(=O)N2CCCC2)cc1	-3

Carrying on.
#	mol	14-3-3g Raf
31	CCOC(=O)c1ccc2ncc(C(=O)OCC)c(Nc3cccc(C(F)(F)F)c3)c2c1	6
32	Cc1[nH]nc(SCC(=O)N2CCN(c3ccc(F)cc3)CC2)c1[N+](=O)[O-]	-82
33	CN(C)S(=O)(=O)c1ccc(C(=O)Nc2nnc(-c3ccccc3Cl)o2)cc1	-7
34	CC(C)(C)c1nc(NCC2CCCO2)c2nnn(Cc3ccccc3)c2n1 (configuration not stated)	-5
35	Cc1ccccc1Nc1c(-c2ccc(N(C)C)cc2)nc2cccc(C)n12	-4
36	COc1ccc(NC(=O)c2cnc3ccccn3c2=O)cc1OC	-3
37	COc1ccc(C(=O)N2CCCC(c3nc(-c4cccs4)no3)C2)cc1 (configuration not stated)	-7
38	COc1ccccc1NC=C1C(=O)OC(C)(C)OC1=O	-4
39	CCCCNC(=O)c1cn(C2CCCCC2)c(=O)c2c1c1ccccc1n2C	-6
40	Cc1ccc(CSc2nnc(N)s2)c(C)c1	-5
41	CCOC(=O)c1ccc(NC(=O)c2c(NCc3sccc3C)sc3c2CCCCC3)cc1	-199
42	Cc1ccc(-c2nc(Nc3ccc4c(c3)OCO4)c3ccccc3n2)cc1	-11
43	Cc1ccccc1P(=O)(CO)c1ccccc1C	2
44	COc1cccc(C(=O)Nc2ccc(-c3cn4ccccc4n3)cc2)c1	-10
45	CC1CCCCN1CCNC(=O)c1ccc2c(c1)NC(=O)C(N1CCOCC1)S2 (configuration not stated)	-3
46	CC(C)Oc1ccc(C(=O)CCN2CCCCC2)cc1	0
47	COc1ccc(-n2nc3ccc(NC(=O)c4cc(OC)cc(OC)c4)cc3n2)cc1	-1
48	Cc1cc(C(=O)NCc2cccnc2)c2ccccc2n1	-3
49	Cc1ccc(-c2nn(C)c(=O)c3ccccc23)cc1CNS(C)(=O)=O	-1
50	Nc1c(C(=O)Nc2ccc(S(N)(=O)=O)cc2)sc2nc(-c3cccs3)cc(C(F)(F)F)c12	-58
51	CCN(CC)S(=O)(=O)c1cccc(-c2nnc(SCC(=O)c3cc(C)n(C4CC4)c3C)o2)c1	-8
52	COc1ccc(CC(=O)N2CCN=C2SCc2ccccc2C)cc1OC	2
53	Cc1ccc(N2CC(C(=O)Nc3ccncc3)CC2=O)cc1 (configuration not stated)	1
54	Brc1ccc(-c2nnc3sc(CN4CCOCC4)cn23)cc1	-6
55	CCC(=O)N1CCc2cc(Br)cc(S(=O)(=O)CCC(=O)N3CC(C)CC(C)C3)c21 (configuration not stated)	0
56	O=C(COC(=O)c1ccccc1-c1ccccc1)c1ccccc1	-8
57	CCOC(=O)c1c(NC(=O)C(C)Sc2cn(CC)c3ccccc23)sc2c1CCCCC2 (configuration not stated)	2
58	COc1ccc(/C(O)=C2\C(=O)C(=O)N(CCCN3CCOCC3)C2c2ccc(C)cc2)cc1 (configuration not stated)	-10
59	COc1cccc(NC(=O)CSC2=Nc3ccccc3C3=NC(C)C(=O)N23)c1 (configuration not stated)	-10
60	Cc1c(OCc2ccc(F)cc2)ccc2c3c(c(=O)oc12)CCC3	-3
61	COC(=O)c1ccc2c(c1)C(=O)N(c1ccc(N)cc1)C2=O	-7
62	CC(=O)OCCN1C(=O)c2ccc(-c3ccc4c(c3)C(=O)N(CCOC(C)=O)C4=O)cc2C1=O	-3
63	Cc1nc2ccc(S(=O)(=O)NC(C(=O)NC3CCCC3)C(C)C)cc2s1 (configuration not stated)	3
64	O=S(=O)(NCCCCc1ccccc1)c1ccc2oc3ccccc3c2c1	-10
65	CC(C)OC(=O)NCCOC(=O)Nc1cccc(Cl)c1	4
66	CC12CN(C(=O)c3ccccc3Cl)CC(C)(CN(C(=O)c3ccccc3Cl)C1)C2=O	-2
67	COC(=O)c1cnn2c(C)c(Cc3ccccc3)c(C)nc12	-23
68	N#CCCN1CCN(c2ccc(Nc3ccnc4cc5ccccc5cc34)cc2)CC1	-14
69	Cc1cc2nc(NC3=NCN(Cc4ccc5c(c4)OCO5)CN3)nc(C)c2cc1C	-17
70	COC(=O)c1sc2cc([N+](=O)[O-])cc(OCC(F)(F)F)c2c1N	-311
71	Cc1cc(=O)oc2cc(OCc3nnc(-c4ccccc4Br)o3)ccc12	-9
72	O=C(NCC1CCCO1)c1sc(=S)n2c1[nH]c(=O)c1ccc(C(=O)N3CCCCC3)cc12 (configuration not stated)	-2
73	CCSc1nc2c(c(=O)n1Cc1ccco1)C1(CCCCC1)Cc1ccccc1-2	4
74	Cc1ccc(CN2C(=O)CN(CC(=O)NCCc3ccc(Cl)cc3)C(=O)C2c2ccccc2F)cc1 (configuration not stated)	-7
75	COc1ccc(OC)c2[nH]c(=O)c(CCNS(=O)(=O)c3ccc(NC(C)=O)cc3)cc12	-7
76	c1ccc(CNC2=NCCCC2)cc1	-5
77	C=CCc1cccc2cc(C(=O)N3CCN(C(=O)OCC)CC3)c(=O)oc12	-5
78	CCCCOC(=O)C1=C(C)Nc2ncnn2C1c1ccc([N+](=O)[O-])cc1 (configuration not stated)	-5
79	CCC1Oc2ccc(Cl)cc2N(CC(=O)NCCN(C)C)C1=O (configuration not stated)	-4
80	CCC(C)(C)C1CCc2c(sc(NC(=O)c3cc4ccccc4c(=O)o3)c2C(N)=O)C1 (configuration not stated)	-6
81	O=c1ccc2c(o1)/C(=C/C=C(Cl)Cl)CCC2	-5
82	CC1=C(C(=O)NCc2ccc3c(c2)OCO3)C2(CCC(C)CC2)OC1=O (configuration not stated)	-8
83	Cc1cc(C)cc(Oc2c(C(F)(F)F)oc3cc(OCC(=O)OC(C)C)ccc3c2=O)c1	0
84	COC1(c2cc(-c3ccccc3)nc(N)n2)CCCCC1	1
85	O=C(O)CC1C(=O)N(c2ccccc2)C(=S)N1c1ccccc1 (configuration not stated)	-17
86	CCCCC(CC)C(=O)Nc1ccccc1C(=O)NC(C)C (configuration not stated)	-4
87	COCCNC(=O)CSc1nc(-c2ccco2)cc(C(F)(F)F)n1	-23
88	CCOC(=O)C1=C(CCl)NC(=O)NC1c1ccc2c(c1)OCO2 (configuration not stated)	2
89	NC(=O)C(=O)O	-1
90	COc1ccc(OC)c(C2CC(c3cccc(Br)c3)Nc3ncnn32)c1 (configuration not stated)	3

New compounds follow
#	mol	14-3-3g Raf
91	Cc1ccc(S(=O)(=O)Nc2ccccc2C(=O)Nc2ccccc2-c2nc3ccccc3s2)cc1	-12
92	Cc1ccc(NC(=O)C2C3C=CC4(CN(Cc5cccnc5)C(=O)C24)O3)cc1F (configuration not stated)	-2
93	CCOP1(=O)COc2ccccc2OC1	-1
94	CNc1nnc(CSc2nc3ccccc3s2)s1	-1
95	CCCNC(=O)CN(C1CCCCC1)S(C)(=O)=O	-5
96	O=C1C(c2ccc(F)cc2)N(CCc2ccc(Cl)cc2)C(=O)CN1C1CCCC1 (configuration not stated)	-7
97	CCCCc1oc2c(c(=O)c1CC)C(=O)CC(C)(C)C2	-6
98	Cc1ccc2nc(N3CCN(C(=O)CCC(=O)O)CC3)nc(-c3ccccc3)c2c1	-2
99	Clc1ccc(OCc2nc3ccccc3n2Cc2ccccc2)cc1	5
100	CCC(C)(C(=O)NC1CCCC1)N(CC1CCCO1)C(=O)c1ccccn1 (configuration not stated)	-31
101	COc1ccc(C)cc1NC(=O)Cn1c(=O)oc2cc(Cl)ccc21	-28
102	CSc1oc(-c2ccc(F)cc2)nc1S(=O)(=O)c1ccc(Br)cc1	-7
103	O=C(COc1ccccc1Cl)N1CCCc2ccccc21	-2
104	COc1ccc(O)c(C2NC(CC(C)C)(C(=O)O)C3C(=O)N(Cc4ccccc4)C(=O)C23)c1 (configuration not stated)	-1&5
105	Cn1c(=O)c2c(ncn2Cc2cccc3ccccc23)n(C)c1=O	-12
106	NC(=O)c1ccc(-n2nnnc2SCc2ccc(Cl)cc2)cc1	2
107	CCN(CC)C(=O)c1cc2sc3ccccc3c2s1	2
108	O=C(Nc1cccc(C(F)(F)F)c1)c1cccnc1	-3
109	COC(=O)c1cc(Cl)c(NC(=O)c2ccccc2CCc2ccccc2)cc1OC	2
110	CC1(CCc2ccc3c(c2)OCO3)NC(=O)c2ccccc2N1 (configuration not stated)	-1
111	O=C(CCc1ccccc1)Nc1cccc(-c2nnc(-c3ccco3)o2)c1	-4
112	CC1=C(C(=O)OCc2ccc(C)cc2)C(c2ccccc2F)NC(=O)N1 (configuration not stated)	-3
113	COc1ccc(-n2nc(C(=O)Nc3nc4ccc(OC)cc4s3)c3ccccc3c2=O)c(OC)c1	-3
114	COCCn1c(C)cc(C(=O)COC(=O)CCc2ccc(S(=O)(=O)N3CCOCC3)cc2)c1C	-2
115	CC(=O)COC(=O)c1cccc(N2C(=O)C3C4C=CC(C4)C3C2=O)c1 (configuration not stated)	-1
116	CCN(CC)C(=O)CCS(=O)(=O)c1cccc2nsnc12	-1
117	COc1ccc(C2Nc3ccccc3C(=O)N2Cc2ccco2)cc1COc1ccc(F)cc1 (configuration not stated)	-17
118	O=C1c2ccccc2C(=O)N1CCc1c[nH]c2ccc(O)cc12	-2
119	CCOC(=O)C1C(=O)C=C(c2ccco2)CC1c1cccc([N+](=O)[O-])c1 (configuration not stated)	4
120	COc1ccccc1NC(=O)CSc1nnc(C2CCCCC2)o1	-8
121	NC(=O)c1ccc[n+](CC(=O)c2cccc([N+](=O)[O-])c2)c1	-7
